KCNH2 WT inh: blocks the wildtype human KCNH2 potassium channel; activity change, % at 1.84 µM; U2OS, BacMam KCNH2, thallium flux FluxOr; active compounds read low; Q12809; hit rate 0.37% among 340,000;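 active = maximum activity change below -70%; inconclusive = maximum activity change between -70% and -50%; inactive = maximum activity change above -50%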; note: % is set by controls: 0 for no effect and ±100 for the full control effect
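U2OS cells transduced with wild-type KCNH2 virus are loaded with FluxOr dye for 45 min, and thallium flux is measured in kinetic reads before and after stimulation buffer. Rate constants are normalized to DMSO controls.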
TSHR antagonist: antagonists of human thyroid stimulating hormone receptor | P16473 | TSHR-expressing cells, TSH-stimulated cAMP HTRF, 2 h; active compounds read low | activity change, negative = inhibition, % at 11.5 µM | hit rate 0.2% among 330,000 | AID 504810;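 active = activity change below a set negative limit, meaning inhibition stronger than a set level, cut at about -70% in these data; inconclusive = activity change between two set negative limits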; note: % is set by controls: 0 for no effect and ±100 for the full control effect
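Inhibition of cAMP made by TSHR-expressing cells under TSH stimulation (4nM final, EC80; 2 h, 37 deg C) is quantified with a one-step lysis HTRF kit, anti-cAMP cryptate versus cAMP-d2.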
Menin MLL FP TR: displaces Texas Red mutant MLL peptide from human menin; Potency, µM (titrated, usually from 61.6 µM), for the others: at the top dose FP activity change, negative = inhibition, most hits filed as inhibitors; O00255; hit rate 0.23% among 270,000; Menin + Texas Red MLL mutant peptide, fluorescence polarization; active = well fitted inhibition curve with a large enough effect in the polarisation, with a control signal flat, not every such curve was filed as active; inconclusive = small, poorly fitted or top-dose-only effect, or effect the other way, or a change in a side signal; inactive = no such curve, though single readings can be large or run the other way; the % refers to the polarisation; note: potency is the fitted concentration of half-maximal effect; % of control where 0% means no effect; many of its hits are not listed in these tables
MBNL1 CUG block: MBNL1-poly(CUG) RNA binding inhibition; hit rate 0.036% among 280,000; AID 2675; Potency, µM (highest dose often 57.5 µM), for the others: top-dose activity change, negative = inhibition, hits mostly inhibitors; TR-FRET MBNL1-His/biotin-(CUG)12 binding, 665/545 ratio; active = well fitted inhibition curve with a large enough effect in the signal ratio, with a control signal flat, not every such curve was filed as active; inconclusive = small, poorly fitted or top-dose-only effect, or effect the other way, or a change in a side signal; inactive = no such curve, though single readings can be large or run the other way; the % refers to the signal ratio; note: potency is the fitted concentration of half-maximal effect; % is set by controls: 0 for no effect and ±100 for the full control effect
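Ratiometric TR-FRET (665 over 545 nm, excitation 340 nm) tracks disruption of MBNL1-His/biotin-(CUG)12 complex after 60 min at room temperature, with compounds at 92 nM to 58 uM final.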
USP2a block: inhibitors of human ubiquitin-specific protease USP2a | Potency, µM (doses to about 38.3 µM), for the others: at the highest dose activity change, negative = inhibition, actives largely listed as inhibitors | AID 463254 | O75604 | USP2 core, Ub-CHOP2 coupled fluorogenic reporter, 485/531 | hit rate 0.01% among 330,000;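 note: potency is the fitted concentration of half-maximal effect; plate controls were DMSO wells for no effect and full inhibition by NEM control for full effect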
Target sequence (O75604 whole entry, looked up): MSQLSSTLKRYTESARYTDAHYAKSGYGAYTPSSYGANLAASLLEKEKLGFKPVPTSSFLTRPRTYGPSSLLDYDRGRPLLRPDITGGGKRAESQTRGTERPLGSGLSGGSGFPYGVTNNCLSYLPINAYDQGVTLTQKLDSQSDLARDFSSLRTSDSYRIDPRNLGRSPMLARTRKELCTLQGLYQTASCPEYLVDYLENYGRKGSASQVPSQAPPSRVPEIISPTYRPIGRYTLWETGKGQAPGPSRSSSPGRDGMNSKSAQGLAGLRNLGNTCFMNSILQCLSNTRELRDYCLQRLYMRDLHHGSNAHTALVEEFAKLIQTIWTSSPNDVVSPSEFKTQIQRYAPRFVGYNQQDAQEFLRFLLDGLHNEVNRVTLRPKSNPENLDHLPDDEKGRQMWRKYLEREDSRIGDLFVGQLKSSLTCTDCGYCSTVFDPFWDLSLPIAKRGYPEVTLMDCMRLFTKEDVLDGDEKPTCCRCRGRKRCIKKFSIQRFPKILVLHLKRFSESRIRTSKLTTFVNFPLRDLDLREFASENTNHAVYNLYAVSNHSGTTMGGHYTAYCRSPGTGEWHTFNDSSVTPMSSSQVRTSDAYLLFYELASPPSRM
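USP2 core (10nM final) preincubated 30min RT with compound in 20mM Tris-HCl pH 8.0, 2mM CaCl2, 2mM beta-mercaptoethanol, 0.05% CHAPS; 25nM Ub-CHOP2 plus 25nM reporter substrate added, fluorescence (Ex485/Em531) read after 60min.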
S-ASM inh: blocks human secretory acid sphingomyelinase; placental ASM, HMU-PC fluorogenic substrate, 60 min; Potency, µM (highest dose often 57.5 µM), for inactives: top-dose activity change, negative = inhibition, usual class: inhibitors; hit rate 0.006% among 340,000; AID 504937; note: potency is the fitted concentration of half-maximal effect
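Human placenta-derived ASM preincubated with compound 10 min at room temperature, then reacted with 9 uM (final) fluorogenic HMU-PC substrate for 60 min at 37 C. Stop solution raises pH to 10; fluorescence read at Ex 386/Em 447 nm.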
Mito fusion act: mitochondrial division inhibition or fusion activation; S. cerevisiae fusion-defective mutant growth rescue, CellTiterGlo 48 h; Potency, µM (titrated, usually from 46.1 µM), inactives show at the highest dose growth rescue (activation), most hits filed as activators; hit rate 0.23% among 320,000;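 note: potency is the fitted concentration of half-maximal effect; % of control where 0% means no effect; nearly all actives have a fitted effect of over 45% in size; temperature-sensitive fusion mutants such as fzo1-1 at 37 °C on non-fermentable ethanol glycerol medium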
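Temperature-sensitive fusion-defective S. cerevisiae (e.g. fzo1-1, mgm1-5) were grown with compound in YPEG medium (3% ethanol, 3% glycerol) for 48 hours at 37C. Growth rescue was measured as viability by CellTiterGlo luminescence after 10 minutes at ambient.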
PKM2 act: activators of human pyruvate kinase M2; P14618; purified PKM2, Kinase-Glo ATP luminescence, activation; response scale: 0% is enzyme alone, no compound; Potency, µM (highest dose often 57.5 µM), for the others: at the top dose activation, actives largely listed as activators; hit rate 0.34% among 260,000; AID 1631; note: potency is the fitted concentration of half-maximal effect; % is set by controls: 0 for no effect and ±100 for the full control effect; nearly all actives have a fitted effect of over 55% in size
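Kinase-Glo luminescence reports ATP generated from ADP (0.1 mM) and PEP (0.5 mM) by purified hPK-M2 after 1 h at room temperature, pH 7.2 imidazole buffer; intermediate enzyme activity allows detecting inhibitors and activators.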
GALK inh: inhibitors of human galactokinase | Potency, µM (highest dose often 57.5 µM), for the others: at the highest dose activity change, negative = inhibition, actives largely listed as inhibitors | hit rate 0.007% among 270,000 | P51570 | Purified GALK, Kinase-Glo residual ATP luminescence; note: potency is the fitted concentration of half-maximal effect; % is set by controls: 0 for no effect and ±100 for the full control effect
Target sequence (P51570 whole entry, looked up): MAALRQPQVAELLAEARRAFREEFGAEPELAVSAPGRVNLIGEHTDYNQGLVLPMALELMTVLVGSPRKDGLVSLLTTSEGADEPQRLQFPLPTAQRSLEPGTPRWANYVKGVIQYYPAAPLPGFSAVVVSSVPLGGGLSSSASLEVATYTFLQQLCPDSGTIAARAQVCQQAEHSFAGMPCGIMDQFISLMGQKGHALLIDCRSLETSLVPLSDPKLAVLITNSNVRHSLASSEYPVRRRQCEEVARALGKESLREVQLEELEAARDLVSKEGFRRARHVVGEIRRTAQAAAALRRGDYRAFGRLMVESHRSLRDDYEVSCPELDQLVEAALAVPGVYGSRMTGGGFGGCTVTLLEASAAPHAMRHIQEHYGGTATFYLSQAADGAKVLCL
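Quantitative HTS: GALK 5 nM, ATP 35 uM, galactose 100 uM, 1 h room temperature, then luciferase-based ATP detection.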
Eya2 inh: inhibitors of human Eya2 phosphatase activity. O00167. Potency, µM (doses to about 76.9 µM), without a hit: at the highest dose activity, negative = inhibition, most hits filed as inhibitors. recombinant Eya2, OMFP fluorescence dephosphorylation (OMFP is methylfluorescein phosphate). hit rate 0.006% among 330,000; note: potency is the fitted concentration of half-maximal effect; % is set by controls: 0 for no effect and ±100 for the full control effect
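Eya2 protein (added as 0.2 uM solution) was preincubated with compound for 10 min at ambient temperature in 50 mM HEPES pH 7.5, 50 mM NaCl, 5 uM MgCl2, 0.05% BSA, 1 mM DTT. OMFP (added at 50 uM) then reacted 10 min; fluorescence read at 485/525 nm.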
BCR signal inh: blocks chronic active B-cell receptor signaling; ABC-DLBCL IkBa-CBG/CBR reporter, luminescence ratio, 4 h; Potency, µM (doses to about 46.1 µM), for inactives: at the highest dose ratio change, negative = lower green/red ratio, actives largely listed as inhibitors; hit rate 0.05% among 340,000; active = well fitted inhibition curve with a large enough effect in the signal ratio, with a control signal flat, not every such curve was filed as active; inconclusive = small, poorly fitted or top-dose-only effect, or effect the other way, or a change in a side signal; the % refers to the signal ratio;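 note: potency is the fitted concentration of half-maximal effect; plate controls were basal doxycycline-induced cells for no effect and cells given 10 µM MG132 for full effect; MG132 reads +100%, hits lower the ratio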
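Cell line TMD8 (human ABC DLBCL), stably expressing tet-inducible CBG68-IkBa fusion and CBR; IMDM/0.5% FBS; cpd up to 46 uM; dox induction, 4 h, 37C/5% CO2; dual luminescence; green/red ratio; MG132 control.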
* marks the source's active call; other numbers are inactive results; i = inactive; u = inconclusive; x = not tested or not shown; & = joins results of further samples; [ ] = dose if it differs, or a comment. Unless noted, calls come from the whole dose curve; as a rule, active = well fitted curve in the direction sought with a large enough effect; inconclusive = small, poorly fitted or top-dose-only effect, or another doubt; inactive = no such curve, though single readings can be large; an effect the other way counts as inactive or inconclusive. Not all compounds are listed. The share of hits here may be higher or lower than overall.

item	Structure	S-ASM inh	Mito fusion act	TSHR antagonist	Menin MLL FP TR	USP2a block	PKM2 act	Eya2 inh	BCR signal inh	GALK inh	KCNH2 WT inh	MBNL1 CUG block
1	CN(C)S(=O)(=O)c1ccc(NC(=O)CN2CCCC2c2ccc3c(c2)OCCCO3)cc1 (stereo not drawn)	6%	1%	14	x	0%	x	29%	u	x	-3	x
2	CC(C)Cc1ccccc1S(N)(=O)=O	4%	-1%	-3	1%	3%	-4%	14%	2%	x	0	3%
3	Cc1ccc[n+](-c2nc3ccccc3nc2[N-]S(=O)(=O)c2ccccc2)c1	-4%	-4%	6	x	-1%	9%	-5%	u	0%	4	u
4	Cc1cc(NC(=O)c2ccc3c(c2)OCCO3)ccc1NC(=O)c1cc2ccccc2o1	-11%	12%	-19	-3%	2%	1%	-2%	u	-3%	-5	-2%
5	Cc1cc(NC(=O)COC(=O)CCNS(=O)(=O)c2c(Cl)cccc2Cl)no1	0%	-1%	1	5%	3%	2%	-11%	0%	13%	2	-5%
6	COCCNC(=O)NC12CC3(C)CC(C)(CC(C)(C3)C1)C2	2%	14%	-8	-23%	2%	3%	-21%	7%	1%	0	4%
7	c1ccc(COc2cccc(CN3CCN(c4ccccn4)CC3)c2)cc1	3%	u	x	-11%	x	0%	x	x	0%	1	-15%
8	Cc1ccc(S(=O)(=O)N2Cc3ccccc3CC2C(=O)Nc2ccc3c(c2)OCO3)cc1 (stereo not drawn)	-6%	13%	-2	u	-6%	-2%	8%	1%	0%	7	-4%
9	CC1=C(C(=O)OCc2ccccc2)C(c2cccc(Cl)c2Cl)NC(=O)N1CCCCCC(=O)O (stereo not drawn)	-2%	3%	-3	-1%	-2%	1%	-1%	1%	x	-8	9%
10	CC(=O)Nc1ccc(OS(=O)(=O)c2c(C)cc(C)cc2C)cc1	0%	-5%	-20	u	6%	0%	5%	2%	-3%	-2	5%
11	C[C@H](CO)N1C[C@H](C)[C@@H](CN(C)S(=O)(=O)c2cccs2)Oc2c(NC(=O)C3CC3)cccc2C1=O	1%	x	-5	x	9%	x	-20%	2%	x	-16	x
12	CCOC(=O)c1c(C)nc(C)c(C(=O)OCC)c1-c1cccc(N)c1	1%	-3%	11	9%	-5%	7%	-7%	1%	-2%	-2	2%
13	Cc1occc1C(=O)Nc1ccc(OCc2ccccc2)cc1	-6%	4%	-6	8%	1%	-6%	1%	11%	1%	-5	-7%
14	CCC(C)NC(=O)c1ccc(NC(=O)C2CCCO2)cc1 (stereo not drawn)	9%	-1%	7	-7%	1%	-1%	-14%	8%	-1%	-4	0%
15	Cc1nc(C)c(Oc2ccc(Cl)cc2Cl)c(=O)[nH]1	4%	17%	0	x	7%	-2%	u	6%	-2%	0	x
16	CCn1c(O)c(/C=N/N=C/c2ccc(OC)cc2)c2cc(C3=NNC(=O)CC3)ccc21	10%	2%	6	x	-8%	-7%	5%	-1%	x	5	-1%
17	CN1CCN(S(=O)(=O)c2cccc3nsnc23)CC1	-2%	3%	8	-5%	6%	x	3%	0%	5%	2	u
18	NC(=O)NC(=O)COC(=O)c1cccc(NS(=O)(=O)/C=C/c2ccccc2)c1	-3%	-2%	-6	7%	1%	1%	-1%	-19%	3%	1	-3%
19	CNC(=O)CSc1nnc(COc2ccc(Cl)cc2)n1CCOC	4%	4%	-2	-4%	-2%	0%	-16%	-1%	-2%	8	6%
20	COc1ccc(COC(=O)CCNC(=O)c2ccc(Cl)cc2)cc1	0%	0%	2	x	1%	x	-1%	5%	x	2	x
21	Cc1c(C(=O)NCCc2ccc(S(N)(=O)=O)cc2)cccc1[N+](=O)[O-]	3%	-1%	-4	-7%	4%	7%	3%	2%	0%	2	7%
22	COc1ccccc1-c1nnc(SCc2ccccn2)n1C	2%	-2%	18	-15%	-1%	-15%	-2%	u	2%	-1	-4%
23	CC(C)(C)c1ccc(Oc2ccc(NC(=O)C3CC=CCC3C(=O)O)cc2)cc1 (stereo not drawn)	u	5%	-1	u	-9%	9%	-1%	10%	2%	i	-9%
24	Fc1ccc(C2CCCN2Cc2nc(-c3cnccn3)no2)cc1 (stereo not drawn)	0%	8%	-4	1%	0%	-11%	0%	0%	9%	3	-1%
25	CCOC(=O)c1c(C)[nH]c2cc(Br)c(O)cc12	-7%	3%	-15	13%	2%	u	-10%[15.4 µM]	u	0%	4	0%
26	COc1ccc(-n2ccnc(SCC(=O)NC3CCCCC3)c2=O)cc1	30%	1%	-3	x	1%	x	2%	-5%	-3%	2	u
27	Cc1ccc(-n2c(=S)[nH]c3[nH]ncc3c2=O)cc1	1%	-1%	-4	0%	1%	-11%	-2%	-3%	-1%	x	-13%
28	CC(=O)NN1C(=O)/C(=C\c2ccc(Cl)cc2)SC1=S	-3%	3%	12	2%	5%	-4%	2%	2%	2%	0	-9%
29	CCN(C(=O)COC(=O)C1CCN(S(=O)(=O)c2ccc3c(c2)OCCO3)CC1)C1CCCCC1	2%	4%	-6	x	3%	x	-30%	-1%	x	-1	x
30	COc1ccc(C(=O)NC2CC2)cc1OC1CCN(Cc2cnn(C)c2C)CC1	0%	-1%	0	x	-1%	-1%	4%	-4%	6%	5	-6%
31	CCOC(=O)c1c(N)nn(C(=O)C(C)C)c1-c1ccccc1	-5%	-3%	34	-4%[11.7 µM]	-1%	4%	5%	0%	3%	-6	-6%
32	Cc1ccc(-n2c(Cc3cccn3C)nnc2SCC(=O)Nc2ccc3c(c2)OCO3)cc1	-2%	1%	-4	-16%	-2%	-1%	-11%	0%	-1%	-13	-7%
33	CC(=O)Oc1ccc(-c2cccc(C(=O)OCC(=O)N(C)c3ccccc3)c2)cc1	-4%	29%	-6	-1%	-3%	-2%	-11%	u	0%	-3	-2%
34	Cc1ccccc1N(CC(=O)N1CCc2ccccc2C1)S(C)(=O)=O	1%	5%	0	-11%	4%	1%[11.5 µM]	5%	1%	0%	8	-5%
35	CC(C)C(=O)N1CCN(c2ccc(NC(=O)c3ccc(Br)o3)cc2)CC1	-1%	-4%	-13	u	1%	-3%	-3%	5%	0%	-3	-8%
36	Cc1ccc(N(Cc2cc3ccc(C)cc3[nH]c2=O)C(=O)c2cccs2)cc1	0%	-3%	5	x	-9%	-3%	14%	0%	-2%	-7	92%[activator]
37	CCOC(=O)c1cc(C(C)=O)c(=O)[nH]c1C	4%	5%	6	9%	1%	-9%	7%	6%	9%	0	2%
38	CCN(CC)CCOC(=O)C1(c2ccc([N+](=O)[O-])cc2)CCCC1	0%	-7%	3	7%&-17%[24.8 µM]	1%	x	18%	0%	x	8	x
39	Cc1nnsc1NC(=O)OCc1ccccc1Cl	-2%	7%	3	35%[activator]	1%	u	u	1%	-3%	20	-6%
40	O=C(c1ccccc1Oc1ccc([N+](=O)[O-])cc1)N1CCOCC1	-4%	1%	6	x	-2%	-16%	-3%	-3%	8%	-13	u
41	Cc1cc(C)c(C#N)c(SCc2ccccc2F)n1	-4%	17%	-8	-3%	1%	u	2%	u	0%	1	8%
42	Cc1nc(C(=O)NC2CCOCC2)sc1C1(C)CC(c2cccc([N+](=O)[O-])c2)=NO1 (stereo not drawn)	0%	0%	-4	x	2%	0%	-4%	u	-1%	-31	u
43	CCOC(=O)c1ccc(NC(=O)c2nc[nH]c2C(=O)N2CCN(c3ccccc3)CC2)cc1	11%	4%	13	x	3%	-2%	5%	0%	-3%	-8	-4%

High-throughput results from PubChem.
